NPY Y1 blocker: blocks the human neuropeptide Y Y1 receptor; HEK293-CNG Y1 cells, membrane potential fluorescence; NPY at EC95, then isoproterenol; inhibition, % at 3.6 µM; 200,000 compounds, 1% hits;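 active = inhibition above the campaign mean inhibition of all tested compounds plus 3 SD, cut at about 20% in these data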;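 also: 0% = DMSO wells given NPY plus isoproterenol and 100% = isoproterenol alone without NPY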
Target sequence (P25929 whole entry, looked up): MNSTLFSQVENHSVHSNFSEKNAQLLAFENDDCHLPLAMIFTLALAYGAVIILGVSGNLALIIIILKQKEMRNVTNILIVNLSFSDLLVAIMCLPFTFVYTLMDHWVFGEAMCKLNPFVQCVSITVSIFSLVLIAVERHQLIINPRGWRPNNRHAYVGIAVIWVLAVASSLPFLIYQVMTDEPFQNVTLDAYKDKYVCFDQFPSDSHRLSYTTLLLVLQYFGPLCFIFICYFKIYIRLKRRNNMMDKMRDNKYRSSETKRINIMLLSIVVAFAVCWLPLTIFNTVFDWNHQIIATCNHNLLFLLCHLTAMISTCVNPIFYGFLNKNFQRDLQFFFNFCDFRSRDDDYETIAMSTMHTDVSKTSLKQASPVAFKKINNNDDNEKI
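Assay system: HEK293 Y1/CNG channel cell line; Doses: single compound dose of 3.6 µM, 0.4% DMSO; Timing: dye 3 h, compound 60 min room temperature, stimulation 45 min; Technique: Membrane-potential fluorescent dye readout; Measure: % inhibition of NPY effect.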
Hck Nef HTS: inhibitors of human Hck kinase activated by Nef | Recombinant Hck-YEEI plus Nef, Z-Lyte FRET kinase assay | inhibition, % at 20 µM | 220,000 compounds, 0.68% hits | P08631;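 active = Hck-Nef kinase inhibition above about 50%, limit read from the data; inactive = inhibition below that limit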;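 also: 0% = DMSO with Hck plus Nef and 100% = Hck alone without Nef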
Runt-SMMHC FRET: Runt domain-CBFb-SMMHC interaction inhibition | Q01196+Q13951 | Cerulean-Runt/Venus-CBFb-SMMHC FRET ratio 530/480, 1 h | inhibition, % at 20 µM | 220,000 compounds, 0.74% hits;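 active = mean inhibition across duplicate retests at 20 µM reaching about 50%, limit read from the data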;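 also: 0% = DMSO wells and 100% = wells with excess untagged CBFb-SMMHC; inhibitors lower the FRET ratio by blocking Runt binding to CBFb-SMMHC; some results filed as inactive read as strong as hits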
RBBP9 inhibitor: human RBBP9 hydrolase inhibition; O75884; recombinant RBBP9, FP-Rh probe fluorescence polarization; inhibition, % at 7.94 µM; 220,000 compounds, 0.2% hits; AID 1515;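 active = inhibition above the campaign mean of all tested compounds plus 3 SD, cut at about 14% in these data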;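 also: plate controls were DMSO wells with RBBP9 for no effect and wells lacking RBBP9 protein for full effect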
Target sequence (O75884 whole entry, looked up): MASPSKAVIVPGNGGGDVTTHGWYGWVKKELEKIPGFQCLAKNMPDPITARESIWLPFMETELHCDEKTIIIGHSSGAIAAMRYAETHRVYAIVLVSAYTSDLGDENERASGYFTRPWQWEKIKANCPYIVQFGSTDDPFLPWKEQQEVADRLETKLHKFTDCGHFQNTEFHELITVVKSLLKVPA
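Measured by – fluorescence polarization · Test system – RBBP9 protein · Input – 2.5 µM RBBP9 dispensing solution, before mixing · Measure – percent inhibition from mP, scaled between DMSO and no-protein wells · Benchmarks – DMSO-treated enzyme wells and wells lacking RBBP9 · Times – preincubation 30 min plus labeling 45 min at 25 °C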
NPY-Y1 PAM-ag: human NPY-Y1 potentiation or agonism, primary screen; P25929; NPY-Y1 expressing cells, potentiator/agonist activation; activation, % at 3.6 µM; 220,000 compounds, 0.37% hits; AID 1304; in the data active = activation above about 33%, passing the limit was not always enough;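 also: cells stimulated with NPY at EC10 then isoproterenol at EC100; 0% = low agonist plus stimulus and 100% = saturating agonist plus stimulus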
Runt-CBFb FRET: Runt domain-CBFb interaction inhibition. Q01196+Q13951. Cerulean-Runt/Venus-CBFb FRET ratio 530/480, 1 h. 220,000 compounds, 0.46% hits. inhibition, % at 20 µM;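 active = inhibition over about 50% at 20 µM in the single-dose screen, limit read from the data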;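 also: 0% = DMSO wells and 100% = excess unlabeled CBFb competitor control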
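Measured by: fluorescence energy transfer, 422 nm excitation, 530/480 nm emission; test system: Cerulean-tagged RUNX1 Runt domain (FRET donor) fusion protein; buffer or medium: Tris pH 7.5 buffer with BSA; compound: one dose, 20 µM compound, 1% DMSO; times: two 1 h room-temperature incubations shielded from light; benchmarks: unlabeled CBFb 5 µM, positive control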
NPY-Y2 PAM-ag: potentiators or agonists of human neuropeptide Y receptor Y2; P49146; cells expressing NPY-Y2, potentiator/agonist read-out; activation, % at 3.6 µM; 220,000 compounds, 0.45% hits; in the data active = activation above about 27%;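 also: cells stimulated with NPY near EC25 plus isoproterenol at EC100; 0% = vehicle plus submaximal agonist and 100% = vehicle plus saturating agonist; some results beyond the cut were filed as inactive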
Mdm2 ligase inh: blocks human Mdm2 ubiquitin ligase activity | Q00987 | cell-based MDM2 ubiquitination luciferase reporter, 2 h; 0 = plate control, 100 = twice control, blank-subtracted | signal enhancement, % at 5 µM | 210,000 compounds, 0.11% hits;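 active = signal enhancement of 30% or more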;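 also: luminescence tracks abundance of the self-degrading MDM2-luciferase fusion protein; higher signal means inhibition of MDM2 E3 ligase activity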
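Buffer or medium: Cells held in DMEM | Assay system: Stable mammalian line carrying autodegrading MDM2–luciferase fusion reporter | Quantity: 2000 cells/well | Times: 4 h settle plus 2 h compound, 37 °C | Doses: One concentration, 5 µM, with 0.2% DMSO | Technique: Luminescence with SteadyLite reagent, 15 min at room temperature | Benchmarks: Plate controls and plate blanks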
p97 ATPase inh: blocks human p97 ATPase activity; recombinant p97 ATPase, Kinase-Glo ATP luminescence, 3 h; inhibition, % at 8 µM; 220,000 compounds, 0.42% hits; in the data active = inhibition above about 15%;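 also: 0% = DMSO vehicle and 100% = wells lacking enzyme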
Active calls of the source: *; . = no result given. Outcome played no part in choosing rows. About 3.5% of those tested had a hit in this group.

smiles | NPY Y1 blocker | Hck Nef HTS | Runt-SMMHC FRET | RBBP9 inhibitor | NPY-Y1 PAM-ag | Runt-CBFb FRET | NPY-Y2 PAM-ag | Mdm2 ligase inh | p97 ATPase inh
COc1ccc(-c2nc(-c3ccc(Br)o3)no2)cc1OC | 7.6 | 20.3 | 1.3 | -0.5 | -2.9 | 2.3 | 5.6 | -13.0 | -4.2
COCCCNC(=O)c1ccc(CS(=O)(=O)c2ccc(OC)cc2)o1 | 3.4 | -7.3 | 0.2 | 1.6 | 1.7 | 0.2 | 3.4 | -17.6 | 0.5
O=C(CCN1C(=O)c2ccccc2S1(=O)=O)Nc1ccccc1 | 0.2 | -16.1 | 3.0 | -4.3 | 13.7 | 1.0 | 16.2 | -4.7 | 8.8
O=[N+]([O-])c1ccc(N2CCOCC2)cn1 | -0.7 | 13.9 | 0.1 | -3.4 | 2.2 | -0.6 | -2.2 | -3.3 | 3.3
CC(=O)c1cccc(NC(=O)N2CCCC2C(=O)NCCC(C)C)c1 (centres undefined) | 3.1 | 3.0 | 1.5 | -7.3 | 25.1 | -0.2 | -0.3 | 0.5 | 0.9
CCOC(=O)c1ccc(N2CN(CC)CNC2=S)cc1 | -4.5 | 0.8 | 0.3 | -6.9 | -8.7 | -0.2 | 3.5 | -9.8 | 0.6
OC(COc1ccc(C2C=CCC2)cc1)CN1CCCCC1 (centres undefined) | -7.7 | 3.5 | -0.6 | -0.8 | 59.7* | -1.7 | 73.1* | -12.5 | 6.8
COc1ccc(-n2c(C)cc(C)c(C(C)=O)c2=S)cc1 | -1.5 | 0.0 | 2.3 | -8.1 | 12.7 | 1.8 | 0.1 | -7.7 | -5.5
NC(=O)COc1ccc(-n2cnnn2)cc1 | -2.8 | 19.1 | 4.7 | -10.2 | 4.7 | -1.8 | 1.9 | 6.5 | 5.6
CC(C)(C)C(=O)N1N=C(c2ccc(NS(C)(=O)=O)cc2)CC1c1cccs1 (centres undefined) | 1.3 | -12.6 | -0.9 | -10.4 | -3.1 | -0.9 | 7.7 | -8.7 | -2.0
O=C(Cn1nc(-c2ccccc2)ccc1=O)Nc1cccc(NC(=O)c2ccccn2)c1 | 5.6 | 29.3 | -0.7 | -2.8 | 4.6 | -1.8 | -5.6 | -5.5 | 2.2
CCn1cc(CNC(=O)/C=C/c2ccc([N+](=O)[O-])cc2)cn1 | 0.7 | 1.0 | 3.7 | -10.7 | -1.8 | 2.4 | 0.0 | -7.9 | 3.4
COc1ccc(NC(=O)COc2nc(N(C)C)nc(N(C)C)n2)cc1 | 3.8 | -0.1 | -5.3 | -10.2 | -15.6 | -0.4 | -10.0 | -8.2 | -5.1
Cc1ccc(C)c(S(=O)(=O)N2CCN(C(C)C(=O)Nc3ccccc3-c3ccccc3)CC2)c1 (centres undefined) | 3.9 | -0.8 | 5.9 | -1.1 | 1.6 | -2.9 | 4.2 | -7.6 | -4.3
CN(C(=O)CSc1nc2cc(C(=O)O)ccc2c(=O)n1Cc1ccccc1)C1CCS(=O)(=O)C1 (centres undefined) | 7.6 | 24.4 | 2.7 | -1.9 | 7.8 | 0.6 | -10.6 | -17.8 | -1.4
Cc1nn(CCC(=O)NNC(=S)Nc2cccc(Cl)c2)c(C)c1[N+](=O)[O-] | -2.9 | 1.2 | -0.9 | -17.2 | -14.3 | 2.9 | 2.8 | . | -6.3
Cc1cccc(Nc2cc(=O)[nH]c(=O)[nH]2)c1C | -0.1 | -0.2 | 1.4 | 5.3 | -23.3 | 0.3 | -9.4 | -7.8 | -1.0
NC(=O)CN1C(=O)C(O)(CC(=O)c2ccccc2O)c2ccccc21 (centres undefined) | -2.1 | 20.7 | -1.5 | -2.5 | -6.7 | . | -3.4 | -13.0 | -5.8
CCCCCC(=O)N=Nc1c(O)[nH]c2ccc([N+](=O)[O-])cc12 | 3.7 | -3.4 | -13.2 | -8.4 | 8.9 | -7.1 | -2.9 | 11.7 | 1.0
CN1CCN(CC(=O)N2c3ccccc3C(C)(c3ccccc3)CC2(C)C)CC1 (centres undefined) | 6.7 | 0.8 | -0.2 | -6.4 | -6.9 | 5.9 | -1.0 | -9.9 | -4.2

Molecules shown so far with two or more sulfur atoms, in the order listed:
smiles | NPY Y1 blocker | Hck Nef HTS | Runt-SMMHC FRET | RBBP9 inhibitor | NPY-Y1 PAM-ag | Runt-CBFb FRET | NPY-Y2 PAM-ag | Mdm2 ligase inh | p97 ATPase inh
CC(C)(C)C(=O)N1N=C(c2ccc(NS(C)(=O)=O)cc2)CC1c1cccs1 (centres undefined) | 1.3 | -12.6 | -0.9 | -10.4 | -3.1 | -0.9 | 7.7 | -8.7 | -2.0
CN(C(=O)CSc1nc2cc(C(=O)O)ccc2c(=O)n1Cc1ccccc1)C1CCS(=O)(=O)C1 (centres undefined) | 7.6 | 24.4 | 2.7 | -1.9 | 7.8 | 0.6 | -10.6 | -17.8 | -1.4

A few values from the entries so far:
For NPY-Y2 PAM-ag, OC(COc1ccc(C2C=CCC2)cc1)CN1CCCCC1 (centres undefined) reads 73.1*
For RBBP9 inhibitor, CCOC(=O)c1ccc(N2CN(CC)CNC2=S)cc1 reads -6.9
For Runt-CBFb FRET, Cc1nn(CCC(=O)NNC(=S)Nc2cccc(Cl)c2)c(C)c1[N+](=O)[O-] reads 2.9
For NPY-Y2 PAM-ag, CN1CCN(CC(=O)N2c3ccccc3C(C)(c3ccccc3)CC2(C)C)CC1 (centres undefined) reads -1.0
For NPY-Y1 PAM-ag, Cc1cccc(Nc2cc(=O)[nH]c(=O)[nH]2)c1C reads -23.3

Profiles, looked up by structure. Order of values: NPY Y1 blocker | Hck Nef HTS | Runt-SMMHC FRET | RBBP9 inhibitor | NPY-Y1 PAM-ag | Runt-CBFb FRET | NPY-Y2 PAM-ag | Mdm2 ligase inh | p97 ATPase inh
`CN1CCN(CC(=O)N2c3ccccc3C(C)(c3ccccc3)CC2(C)C)CC1` (centres undefined) as listed: 6.7 | 0.8 | -0.2 | -6.4 | -6.9 | 5.9 | -1.0 | -9.9 | -4.2
`Cc1ccc(C)c(S(=O)(=O)N2CCN(C(C)C(=O)Nc3ccccc3-c3ccccc3)CC2)c1` (centres undefined) as listed: 3.9 | -0.8 | 5.9 | -1.1 | 1.6 | -2.9 | 4.2 | -7.6 | -4.3

Continuation.
smiles | NPY Y1 blocker | Hck Nef HTS | Runt-SMMHC FRET | RBBP9 inhibitor | NPY-Y1 PAM-ag | Runt-CBFb FRET | NPY-Y2 PAM-ag | Mdm2 ligase inh | p97 ATPase inh
Cc1cc(C)c2cc(CN(CCO)C(c3nnnn3Cc3ccc(F)cc3)C(C)C)c(=O)[nH]c2c1 (centres undefined) | 14.6 | 33.8 | -3.9 | -6.0 | 0.9 | 4.2 | 4.3 | -4.2 | 3.8
COCCNC(=S)N/N=C/c1ccc(-c2ccc([N+](=O)[O-])cc2)o1 | . | -6.8 | -56.8 | -1.4 | -1.5 | 13.9 | -5.5 | -18.8 | 1.0
O=C(/C=C/c1cccs1)Nc1ccc(Br)cn1 | 12.5 | 2.3 | -0.4 | -0.5 | -23.0 | 1.3 | -13.1 | -13.3 | 1.7
COc1cccc(C=Nc2cccc3c(=O)[nH][nH]c(=O)c23)c1O | -0.2 | 32.4 | -145.5 | -5.5 | -11.6 | -49.2 | -3.0 | 3.4 | -0.5
O=C(c1ccccc1O)N1N=C(c2ccccc2)CC1(O)C(F)(F)F (centres undefined) | -6.0 | -5.8 | 0.1 | 6.4 | 6.2 | -1.3 | -1.6 | 4.8 | 2.8
O=C(Nc1cc(Cl)ccc1Cl)c1ccc(-c2ccccc2)cc1 | 2.6 | 4.5 | -5.9 | 14.2 | 5.8 | -0.3 | 2.5 | -7.2 | -0.6
CCCCC(CC(O)COCC(C)C)C(=O)NNC(=S)Nc1ccccc1 (centres undefined) | 6.3 | -0.2 | 1.8 | -1.0 | -3.0 | 2.2 | 2.0 | -7.7 | 2.1
O=C(O)/C(=C\c1ccc(Cl)c([N+](=O)[O-])c1)c1ccc(S(=O)(=O)N2CCCCC2)s1 | 0.3 | 28.0 | 15.1 | -10.4 | 5.3 | 16.8 | -14.9 | -12.2 | -2.6

Bioassay records (PubChem)
